HP1b chromo inh – HTS for Inhibitors of HP1-beta Chromodomain Interactions with Methylated Histone Tails | Chromobox protein homolog 1 (Homo sapiens), P83916 | AlphaScreen HP1-beta / biotin-H3K9me3 peptide binding | Potency, µM (series often up to 114 µM), without a hit: top-dose activity change, negative = inhibition, actives largely listed as inhibitors | 390,000 compounds, 0.56% hits; further: nearly all actives have a fitted effect of over 70% in size; inactives centre near 23
Target sequence (P83916 whole entry, looked up): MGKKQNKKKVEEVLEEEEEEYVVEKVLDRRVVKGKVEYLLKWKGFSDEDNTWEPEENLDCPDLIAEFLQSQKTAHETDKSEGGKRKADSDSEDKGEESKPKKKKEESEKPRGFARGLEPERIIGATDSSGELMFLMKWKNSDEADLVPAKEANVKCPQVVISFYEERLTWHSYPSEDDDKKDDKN
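AlphaScreen: HP1-beta (50 nM) preformed 30 min with biotin-H3(1-18)K9me3 peptide (50 nM) in PBS pH 7.4, 0.01% Tween-20. Compound added for 30 min at RT, then streptavidin donor/nickel chelate acceptor beads (10 ug/mL) for 30 min.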
ERG Ets-DNA blk – qHTS for Small Molecule Inhibitors of the ERG Ets/DNA interaction | Transcriptional regulator ERG (Homo sapiens), P11308 | fluorescence polarization, His-ERG Ets domain / labelled DNA | Potency, µM (series often up to 76.9 µM), for the others: top-dose FP activity, negative = inhibition, most hits filed as inhibitors | 370,000 compounds, 0.028% hits | AID 624246, 2012; active means well fitted inhibition curve with a large enough effect in the polarisation, with a control signal flat; inconclusive means small, poorly fitted or top-dose-only effect, or effect the other way, or a change in a side signal; inactive means no such curve, though single readings can be large or run the other way; the % refers to the polarisation;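 further: polarization taken with two DNA probes labelled with fluorescein and Texas red; % of control where 0% means no effect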
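His-tagged ERG Ets domain (1 uM in the protein solution; 300mM KCl, 50mM Tris-HCl, 1mM EDTA, 1mM DTT, pH 7.5) received compound, then a probe mix of 5 nM fluorescein-DNA and 100nM Texas-615-DNA. Fluorescence polarization was read for both dyes.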
RGS4 inhibitor – Inhibitors of Regulator of G Protein Signaling (RGS) 4: qHTS. 390,000 compounds, 0.039% hits. Potency, µM (highest dose often 114 µM), for inactives: at the highest dose activity change, negative = inhibition, most hits filed as inhibitors. AID 504845, 2011. Transcreener GDP fluorescence polarization, RGS4-accelerated GTP hydrolysis. Regulator of G-protein signaling 4 (Homo sapiens), P49798; further: on the % scale 0 is the no-effect control and ±100 the full control effect; nearly all actives have a fitted effect of over 75% in size; some results filed as inactive show a strong effect at the top dose
Target sequence (P49798 whole entry, looked up): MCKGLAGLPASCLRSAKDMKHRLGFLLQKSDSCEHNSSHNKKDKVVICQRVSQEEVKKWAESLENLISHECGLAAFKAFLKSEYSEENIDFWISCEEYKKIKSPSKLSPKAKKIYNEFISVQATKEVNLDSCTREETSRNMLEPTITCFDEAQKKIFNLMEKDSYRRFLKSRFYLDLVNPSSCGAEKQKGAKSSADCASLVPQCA
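MLSMR compounds (23 nl, pin-transferred) preincubated 10 min at room temperature with a 500nM (2x) first reagent, then RGS4 at 900nM (2x) plus Transcreener GDP mix added; fluorescence polarization (620/688 nm) read before and after 90 min at 30 °C.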
Pin1 inh – qHTS Assay to Find Inhibitors of Pin1 | Peptidyl-prolyl cis-trans isomerase NIMA-interacting 1 (Homo sapiens), Q13526 | 390,000 compounds, 0.009% hits | Pin1 FP peptide displacement, HiFluor488, 10 min | Potency, µM (top dose mostly 115 µM), inactives show at the top dose activity, negative = inhibition, hits mostly inhibitors; active means well fitted inhibition curve with a large enough effect in the polarisation, with a control signal flat, not every such curve was filed as active; inconclusive means small, poorly fitted or top-dose-only effect, or effect the other way, or a change in a side signal; inactive means no such curve, though single readings can be large or run the other way; the % refers to the polarisation; further: on the % scale 0 is the no-effect control and ±100 the full control effect
Target sequence (Q13526 whole entry, looked up): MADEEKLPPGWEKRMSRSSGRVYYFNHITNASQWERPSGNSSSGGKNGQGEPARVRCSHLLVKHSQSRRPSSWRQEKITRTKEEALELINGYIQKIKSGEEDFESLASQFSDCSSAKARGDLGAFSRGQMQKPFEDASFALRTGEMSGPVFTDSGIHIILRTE
TrxR1 inh – qHTS Assay for Inhibitors of Mammalian Selenoprotein Thioredoxin Reductase 1 (TrxR1): qHTS; Thioredoxin reductase 1, cytoplasmic (Rattus norvegicus), O89049; recombinant rTrxR1, NADPH fluorescence consumption, selenite substrate; Potency, µM (titrated, usually from 114 µM), inactives show at the highest dose activity change, negative = inhibition, most hits filed as inhibitors; 390,000 compounds, 1% hits; AID 588453, 2011; further: on the % scale 0 is the no-effect control and ±100 the full control effect; nearly all actives have a fitted effect of over 65% in size
Target sequence (O89049 whole entry, looked up): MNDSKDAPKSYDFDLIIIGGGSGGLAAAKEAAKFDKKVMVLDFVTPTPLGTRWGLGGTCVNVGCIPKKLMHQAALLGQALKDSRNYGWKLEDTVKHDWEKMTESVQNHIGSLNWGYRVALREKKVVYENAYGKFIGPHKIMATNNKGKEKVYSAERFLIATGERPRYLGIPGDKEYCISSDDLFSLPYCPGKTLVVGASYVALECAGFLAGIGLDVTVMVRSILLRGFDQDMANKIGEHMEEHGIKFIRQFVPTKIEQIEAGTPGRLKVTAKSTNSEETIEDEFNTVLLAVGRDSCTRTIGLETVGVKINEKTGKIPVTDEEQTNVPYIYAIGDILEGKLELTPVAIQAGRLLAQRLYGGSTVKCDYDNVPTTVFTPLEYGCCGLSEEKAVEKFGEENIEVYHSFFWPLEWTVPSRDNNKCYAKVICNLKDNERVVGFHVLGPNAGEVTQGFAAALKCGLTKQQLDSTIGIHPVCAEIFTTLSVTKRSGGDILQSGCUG
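Rat TrxR1 (90 nM in the dispensed reagent) was pre-reduced with 400 uM NADPH for 5 min at room temperature, then incubated with compound for 15 min. After 400 uM selenite was added, NADPH fluorescence (Ex 340/Em 450 nm) was followed for 8 min.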
PGK inhibitor – qHTS Assay to Find Inhibitors of Phosphoglycerate Kinase; Phosphoglycerate kinase, glycosomal (Trypanosoma brucei brucei), P07378; PGK/GAPDH coupled, Kinase-Glo luminescence, 60 min; Potency, µM (titrated, usually from 57.5 µM), for the others: at the top dose activity change, negative = inhibition, hits mostly inhibitors; 380,000 compounds, 0.043% hits; further: on the % scale 0 is the no-effect control and ±100 the full control effect; nearly all actives have a fitted effect of over 60% in size
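Recombinant glycosomal PGK reaction used 1,3-bisphosphoglycerate generated in-well by GAPDH (100nM final) in 100mM TEA pH 7.6, 5mM MgCl2, 0.01% Tween-20. After 60 minutes at room temperature, ATP was read by Kinase-Glo Plus luminescence end-point.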
GLS inhibitor – qHTS for Inhibitors of Glutaminase (GLS); Glutaminase kidney isoform, mitochondrial (Homo sapiens), O94925; GLS enzymatic activity, qHTS titration; Potency, µM (titrated, usually from 45.5 µM), inactives show at the top dose activity change, negative = inhibition, actives largely listed as inhibitors; 410,000 compounds, 0.21% hits; AID 624170, 2012; further: on the % scale 0 is the no-effect control and ±100 the full control effect
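Two-point fluorescence kinetic (t0, 30 min RT) for hKGA; glutamate detected via glutamate oxidase–HRP–Amplex Red. Substrate: 1 mM L-glutamine solution; buffer 45 mM KH2PO4, pH 8.2.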
JMJD2A Tudor inh – qHTS Assay for Inhibitors of JMJD2A-Tudor Domain | AlphaScreen JMJD2A-Tudor / H3K4me3 peptide binding | Lysine-specific demethylase 4A (Homo sapiens), O75164 | Potency, µM (titrated, usually from 114 µM), for inactives: at the top dose activity change, negative = inhibition, hits mostly inhibitors | 390,000 compounds, 4.4% hits; further: on the % scale 0 is the no-effect control and ±100 the full control effect; nearly all actives have a fitted effect of over 50% in size
12-LOX inh – Primary qHTS assay for inhibitors of human arachidonate 12S-lipoxygenase (ALOX12): Round 2; purified 12hLO, xylenol orange hydroperoxide absorbance; Potency, µM (highest dose often 108 µM), for the others: at the highest dose activity change, negative = inhibition, hits mostly inhibitors; 580,000 compounds, 1.1% hits; further: on the % scale 0 is the no-effect control and ±100 the full control effect
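Purified human 12hLO at 150 nM in 25 mM Hepes, 0.01% Triton X-100, pH 7.0, preincubated 15 min at room temperature with compound. Reaction started with 40 uM arachidonic acid, 30 min at room temperature. Hydroperoxide measured by Fe-xylenol orange, 573/405 nm absorbance ratio.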
* = called active by the depositor; i = inactive; u = inconclusive; x = no result given; [ ] = remark or other dose. Unless noted, the call rests on the fitted dose curve; in most records, active means well fitted curve in the direction sought with a large enough effect; inconclusive means small, poorly fitted or top-dose-only effect, or another doubt; inactive means no such curve, though single readings can be large; an effect the other way counts as inactive or inconclusive. Potency means the concentration at half of the fitted maximal effect. Some of the compounds tested; rates above refer to the full screens.

SMILES	HP1b chromo inh	ERG Ets-DNA blk	RGS4 inhibitor	Pin1 inh	TrxR1 inh	PGK inhibitor	GLS inhibitor	JMJD2A Tudor inh	12-LOX inh
CCC1CN(C(=O)N2CCC(C(=O)NCCc3ccc(C)cc3)CC2)c2ccccc2O1 (stereo unspecified)	11.5%	3.1%	22.9%	1.6%	31.0%[activator]	-8.9%	-4.4%	-13.2%	-28.7%
CC(=O)Oc1ccc(-c2ccc(C(=O)NCCc3ccc(S(N)(=O)=O)cc3)cc2)cc1	-21.1%	2.4%	-4.8%	2.2%	28.9%	-1.2%	-20.3%	-22.4%	-21.7%
COc1ccc2oc(C)c(C(=O)c3ccc(C)cc3)c2c1	134.4%[activator]	-2.7%	7.0%	-0.5%	15.5%	-1.7%	-3.0%	99.0%[activator]	-26.5%
Cc1ccc(O)c(CNc2nc3ccccc3n2C)c1	26.1%	14.0%	-2.9%	3.7%	4.1%	-3.9%	20.4%	-3.8%	u
COc1ccc2c(COC(=O)CNS(=O)(=O)c3ccc(C)c(C)c3)cc(=O)oc2c1	15.2%	5.6%	9.5%	19.6%	u	-0.6%	1.1%	-21.9%	27.6%
N#Cc1ccc(CSc2ccc(S(=O)(=O)N3CCCCCC3)cn2)cc1	63.9%[activator]	-8.5%	10.1%	17.4%	8.1%	-4.7%	-0.8%	25.5%	-3.1%
COc1ccccc1C(=O)NCCn1cc(SCC(=O)NCc2ccco2)c2ccccc21	6.6%	-1.2%	-6.8%	-7.9%	-1.1%	0.2%	19.1%	-32.8%	12.9%
Cc1cc(NC(=O)/C(C#N)=C/c2ccco2)n(-c2ccccc2)n1	26.0%	15.0%	-21.5%	u	15.6%[57.1 µM]	-1.7%	25.6%	-17.5%	-0.7%
CCC(=O)N1CCc2cc(S(=O)(=O)NC(Cc3ccccc3)C(=O)NCc3ccccc3)ccc21 (stereo unspecified)	26.0%	-0.6%	-25.5%	27.7%	9.3%	-2.4%	3.2%	-1.3%	7.9%
Cc1ccc(-c2cc(C(=O)N(C)Cc3cnn(C)c3C)c3cc(Br)ccc3n2)cc1	4.5%	9.1%	-12.4%	-16.6%	-2.0%	-6.4%	1.3%	-27.0%	-16.4%
COc1ccccc1C(=O)O/N=C1/CCCc2c1ccc(OC)c2[N+](=O)[O-]	9.8%	1.5%	-7.1%	5.9%	6.6%[57.1 µM]	-5.5%	0.1%	-27.0%	-8.9%
CS(=O)(=O)N(CC(=O)N1CCN(c2ccccc2)CC1)c1cc(C(F)(F)F)ccc1Cl	39.5%[activator]	1.2%	-6.8%	0.3%	12.4%[57.1 µM]	i	27.1%	-12.6%	13.5%
CNc1ccccc1NC(=O)C1CCCN1C(=O)OCc1ccccc1 (stereo unspecified)	35.2%[activator]	-2.7%	0.5%	0.2%	11.0%	7.2%	14.2%	-6.9%	-27.3%
COc1ccc(C2=NC(=O)NC2c2ccc(OC)cc2)cc1 (stereo unspecified)	10.3%	-6.1%	2.3%	2.8%	6.0%	6.2%	14.2%	-16.8%	-14.2%
Cc1ccc(-c2ccc(/C=N\NC(=O)c3cc4c(ccc5ccccc54)o3)o2)cc1[N+](=O)[O-]	14.4%	1.2%	-9.2%	9.1%	2.8%	-3.1%	0.7%	-31.6%	482.5%[activator]
CN(C)c1ccc(/C=C(\C#N)C(=O)c2ccccc2)cc1	69.2%[activator]	23.3%	-4.6%	u	7.3%	-5.3%	5.0%	17.1%	6.4%
COc1ccc(S(=O)(=O)NC2CCCC2)cc1Br	35.2%	1.8%	-26.9%	-6.7%	-3.4%	i	5.7%	-1.7%	0.0%
CCCCCOC(=O)C1=C(C)N(C)C(=O)NC1c1cc(Br)c(O)c(OC)c1 (stereo unspecified)	46.4%	1.0%	-3.5%[11.4 µM]	11.0%	-2.0%[57.1 µM]	0.8%	-0.7%	-21.2%[11.4 µM]	u
COc1ccc(S(=O)(=O)N2CCOCC2)cc1NC(=O)CSc1nc(C)c(C)c(C)n1	30.6%	18.8%	-24.5%	9.8%	21.4%	-8.5%	-5.8%	-25.5%	-1.6%
Cc1c(NC(=O)C(C)N2C(=O)C3CCCCC3C2=O)c(=O)n(-c2ccccc2)n1C (stereo unspecified)	22.2%	-7.6%	-5.8%	5.9%	28.1%[57.1 µM]	-3.2%	-6.8%	-3.8%	0.4%
COc1ccc(OCc2cc(C(=O)N3C[C@@H](C)O[C@@H](C)C3)no2)c(Cl)c1	20.6%	-0.2%	7.9%	2.0%	1.9%	7.5%	0.0%	-9.0%	1.9%
C#CCNC(=O)C1=C[C@@H](c2csc3ccccc23)C[C@@H](OCc2ccc(CO)cc2)O1	20.6%	-4.9%	-12.7%	3.9%	9.2%	2.1%	7.9%	-13.9%	0.0%
CCOC(=O)c1c(C)[nH]c(C)c1C(=O)CSc1nc2ccccc2c(=O)n1-c1ccc(Cl)cc1	4.4%	x	-4.8%	14.1%	-9.2%	-6.1%	1.3%	-28.6%	-18.1%
COC(=O)c1ccc2[nH]c(C)cc(=O)c2c1	18.0%	0.8%	19.3%	u	-7.8%	-0.7%	-2.2%	-5.8%	250.1%[activator]
CSc1nnc([C@@H](NC(=O)OC(C)(C)C)C(C)C)o1	24.6%	8.2%	-25.5%	-0.8%	-16.3%	-4.8%	u	-15.4%	0.0%
CCCCCn1c(CCCNC(=O)CC)nc2ccccc21	19.7%	1.6%	0.4%	4.8%	40.5%	-17.3%	-2.5%	-9.9%	12.6%
COc1ccccc1NS(=O)(=O)c1cc(N2Cc3ccccc3C2=N)ccc1N1CCOCC1	u	0.5%	-27.0%	-0.7%	19.9%[57.1 µM]	7.2%	-13.9%	u	-20.8%
COc1ccc(CCNC(=O)CCc2c(C)nc3c4c(C)cc(C)nc4nn3c2C)cc1OC	28.0%	-13.9%	7.5%	-19.2%	-3.3%	-1.9%	-7.7%	-15.8%	-16.7%
COC(=O)c1sc(N2C(=O)C(O)=C(C(=O)c3ccc(C)o3)C2c2ccc(OC)c(OC)c2)nc1C (stereo unspecified)	17.1%	23.8%	u	30.4%[activator]	-16.2%	i	-8.4%	u	x
Cc1cc(=O)oc2cc(OCC(=O)OCC(=O)NCCc3ccccc3)ccc12	34.1%	-3.7%	-9.9%	-12.1%	4.0%[57.1 µM]	-1.4%	-5.9%	12.5%	-3.1%
N/C(=N\OC(=O)Cc1ccccc1)c1ccccn1	u	11.8%	-11.0%[11.4 µM]	-2.9%	-7.8%	-10.5%	u	-29.8%[11.4 µM]	-16.8%
O=C(c1ccccc1)c1c[nH]c2cc3c(cc2c1=O)OCCO3	20.3%	-4.6%	3.6%	0.4%	10.6%	-11.8%	-7.2%	-20.7%	-3.3%
CC(C)N(C(=O)CSc1ccc(S(=O)(=O)N2CCCCC2)cn1)c1ccccc1	61.4%[activator]	-2.5%	-11.1%	-0.8%	13.7%	-7.9%	2.0%	-12.4%	-9.7%
COc1ccc2[nH]c3nc(SCC(=O)NNC(=O)c4ccc(OC)c(OC)c4)nnc3c2c1	42.3%	-1.6%	-46.7%	u	5.4%	-6.4%	-0.3%	-19.4%	0.0%
CC(=O)c1cccc(NC(=O)NNC(=O)c2ccc(Cl)cc2Cl)c1	50.2%[activator]	4.1%	-26.3%	2.9%	11.1%[57.1 µM]	-4.5%	0.0%	6.3%[57.1 µM]	i
COc1ccc(CCNC(=O)C2=CC=CN3CCS(=O)(=O)N=C23)cc1	58.9%[activator]	1.5%	-0.1%	-3.9%	0.5%	-5.4%	-2.2%	1.6%	81.9%[activator]
Cc1cccc2nc3ccccc3cc12	45.3%[activator]	6.8%	2.3%	-0.6%	13.3%[57.1 µM]	0.8%	-2.0%	23.3%	u
COc1ccc(OC)c(NC(=O)c2ccc(-c3csc(C)n3)cc2)c1	24.1%	0.1%	-43.2%	-2.3%	14.9%[57.1 µM]	-1.6%	-18.3%	-24.5%	-10.9%
O=C(Nc1ccc(S(=O)(=O)N2CCCCC2)cc1)C1CCN(C(=O)c2ccco2)CC1	6.4%	1.8%	-15.4%	1.8%	1.1%[57.1 µM]	6.8%	-7.7%	-14.8%	-18.6%

Compound profiles, from the list above.
Record of `Cc1cccc2nc3ccccc3cc12` → HP1b chromo inh = 45.3%[activator]; ERG Ets-DNA blk = 6.8%; RGS4 inhibitor = 2.3%; Pin1 inh = -0.6%; TrxR1 inh = 13.3%[57.1 µM]; PGK inhibitor = 0.8%; GLS inhibitor = -2.0%; JMJD2A Tudor inh = 23.3%; 12-LOX inh = u
Record of `COc1ccc(CCNC(=O)CCc2c(C)nc3c4c(C)cc(C)nc4nn3c2C)cc1OC` → HP1b chromo inh = 28.0%; ERG Ets-DNA blk = -13.9%; RGS4 inhibitor = 7.5%; Pin1 inh = -19.2%; TrxR1 inh = -3.3%; PGK inhibitor = -1.9%; GLS inhibitor = -7.7%; JMJD2A Tudor inh = -15.8%; 12-LOX inh = -16.7%

From PubChem
